core dimer inh – HCV core protein dimerization inhibition. inhibition, % at 5 µM. 300,000 tested, 0.33% active. AID 1899. TR-FRET GST/Flag-core106 dimerization, 1536-well;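 active means inhibition above the mean of all tested compounds plus 3 SD, set per screening campaign, cut at about 45% in these data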
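Assay system: tagged HCV core106 pair (GST and Flag); medium: KF-containing HEPES buffer, pH 7.45, DTT, CHAPS, BSA; also added: Eu donor and XL665 acceptor anti-tag antibodies; dosing: 5 µM single dose; timing: compound-protein-antibody incubation 4 h at 22.5 °C; signal: TR-FRET 671 and 617 nm emission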
PP5 primary – PP5 (human) phosphatase inhibition. 320,000 tested, 0.18% active. inhibition, % at 6.7 µM. purified PP5c, OMFP substrate fluorescence;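 active means inhibition above the campaign's mean inhibition across all tested compounds plus 3 SD, cut at about 9.5% in these data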;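 further: 0% = DMSO only and 100% = 100 µM cantharidin control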
Fh CTSL1 inh – blocks F. hepatica cathepsin L1 in PFM18AAP counter-screen | 300,000 tested, 0.49% active | recombinant F. hepatica cathepsin L1, Z-Leu-Arg-MCA fluorescence | AID 1906 | inhibition, % at 5.96 µM;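 active means inhibition above the mean of all tested compounds plus 3 SD, set per screening campaign, cut at about 17% in these data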;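 further: 0% = plate median of test compound wells and 100% = 1 µM Z-Phe-Ala-diazomethylketone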
PP1 counter – counter-screen for PP5 inhibitors: inhibitors of human PP1-alpha; P62136; purified PP1alpha, OMFP fluorescence; inhibition, % at 6.7 µM; 320,000 tested, 0.9% active; AID 2235;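 active means inhibition above the mean inhibition of all tested compounds plus 3 SD, computed separately for each screening campaign, cut at about 15% in these data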
Target sequence (P62136 whole entry, looked up): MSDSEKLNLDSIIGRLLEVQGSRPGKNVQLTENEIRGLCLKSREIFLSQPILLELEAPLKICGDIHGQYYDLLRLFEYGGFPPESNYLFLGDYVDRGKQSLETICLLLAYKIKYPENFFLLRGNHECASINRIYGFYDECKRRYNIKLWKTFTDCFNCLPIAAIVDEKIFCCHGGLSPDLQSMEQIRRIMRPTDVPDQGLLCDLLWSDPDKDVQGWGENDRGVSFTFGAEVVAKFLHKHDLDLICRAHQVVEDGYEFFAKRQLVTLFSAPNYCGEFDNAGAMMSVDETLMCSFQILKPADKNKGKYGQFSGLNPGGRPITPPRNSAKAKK
TPT1 inh – blocks Candida albicans tRNA 2'-phosphotransferase. recombinant caTPT1, FP RNA substrate dephosphorylation. inhibition, % at 5 µM. 300,000 tested, 0.81% active;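 active means inhibition above the mean of all tested compounds plus 3 SD, set per screening campaign, cut at about 24% in these data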;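 further: plate controls were DMSO alone for no effect and ferristatin control at 100 nM for full effect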
AHR act – human AHR activation; P35869; AHR-responsive luciferase reporter cells, luminescence; activation, % at 5 µM; 320,000 tested, 2.5% active; AID 2796; in the data active means activation above about 47%;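 further: 0% = vehicle wells and 100% = reference agonist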
PAFAH2 FP inh – inhibitors of human PAFAH2 | Q99487 | recombinant PAFAH2, FP-rhodamine activity probe, fluorescence polarization | inhibition, % at 3.39 µM | 340,000 tested, 0.99% active | AID 492956;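 active means inhibition above the mean over all tested compounds plus 3 SD, cut at about 30% in these data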;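 further: inhibitors block probe labeling of enzyme so polarization drops; 0% = enzyme with DMSO and 100% = wells lacking PAFAH2 protein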
procasp7 counter – activates human procaspase-7, counter-screen for procaspase-3 activators | P55210 | recombinant procaspase-7, Ac-DEVD-pNA absorbance 405 nm; D23A/D198A/D206A triple mutant, cannot self-cleave; scale: DMSO 0, 5 µM enzyme 100 | activation, % at 8.5 µM | 330,000 tested, 0.093% active | AID 463210;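 active means percent activation above the screen-wide mean plus 3 SD, cut at about 25% in these data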
Target sequence (P55210 whole entry D23A/D198A/D206A): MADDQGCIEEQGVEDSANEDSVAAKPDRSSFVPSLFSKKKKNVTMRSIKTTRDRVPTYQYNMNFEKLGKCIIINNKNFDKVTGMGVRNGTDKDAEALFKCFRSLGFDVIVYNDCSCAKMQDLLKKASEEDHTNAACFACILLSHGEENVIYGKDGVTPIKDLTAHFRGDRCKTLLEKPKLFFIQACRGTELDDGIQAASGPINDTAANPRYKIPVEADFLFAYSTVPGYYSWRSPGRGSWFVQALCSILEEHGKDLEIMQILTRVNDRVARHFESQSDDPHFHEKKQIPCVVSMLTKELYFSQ
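Material: Procaspase-7 triple mutant (PC-7 D3A) | Quantity: 2 µM procaspase-7 mutant as dispensed | Reagent: DEVD-pNA substrate | Times: 1 h preincubation, 2 h reaction | Technique: 405 nm absorbance of p-nitroaniline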
procasp3 activ – procaspase-3 (human) activation; P42574; recombinant procaspase-3 D3A, Ac-DEVD-pNA absorbance 405 nm; activation, % at 8.5 µM; 330,000 tested, 0.11% active; AID 463141;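 active means activation above the mean of all tested compounds plus 3 SD, cut at about 21% in these data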;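 further: 0% = DMSO alone and 100% = DMSO wells spiked with extra 5 µM PC-3 D3A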
Target sequence (P42574 whole entry D9A/D28A/D175A): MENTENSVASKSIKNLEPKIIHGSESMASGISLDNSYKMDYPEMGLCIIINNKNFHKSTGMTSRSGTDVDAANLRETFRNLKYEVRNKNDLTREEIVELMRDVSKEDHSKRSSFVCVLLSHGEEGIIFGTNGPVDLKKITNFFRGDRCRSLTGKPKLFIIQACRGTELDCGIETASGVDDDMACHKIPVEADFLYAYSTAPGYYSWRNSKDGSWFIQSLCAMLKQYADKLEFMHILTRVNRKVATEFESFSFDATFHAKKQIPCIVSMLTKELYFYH
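assay system = Procaspase-3 D3A mutant | signal = absorbance at 405 nm, 0 and 120 min | times = 1 h preincubation plus 2 h reaction at 25 °C | repeats = single replicate | read-out = % activation between DMSO and enzyme-spiked controls | medium = Zinc-free HEPES saline buffer with Triton X-100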
The depositor's hits bear a star; · = not tested or not shown.

SMILES	core dimer inh	PP5 primary	Fh CTSL1 inh	PP1 counter	TPT1 inh	AHR act	PAFAH2 FP inh	procasp7 counter	procasp3 activ
COc1cccc2sc(Nc3nc4ccc(NC(C)=O)cc4s3)nc12	-3	1.1	0	4	0	5	-1	-38	-64
CS(=O)(=O)N(CC(=O)N1CCCC1)c1ccc(Cl)c(Cl)c1	-10	-3.9	-6	1	0	1	9	-1	-2
O=C(CNC(=O)c1ccc(Br)o1)NNC(=O)c1ccccc1O	-1	0.3	4	-8	-1	13	10	0	6
O=C(CCN1C(=O)C2CCCCC2C1=O)Nc1nc2c(F)cc(F)cc2s1 (configuration not stated)	·	-1.8	·	-3	·	42	13	-12	-13
CN(C)S(=O)(=O)c1ccc(Oc2ccc(S(=O)(=O)N(C)C)cc2)cc1	-19	3.5	7	-3	-2	0	0	-3	4
Clc1cccc(-c2sc(Nc3ccccc3)n[n+]2-c2ccccc2)c1Cl	-12	2.0	-2	1	0	5	-62	-16	-9
S=C(NC12CC3CC(CC(C3)C1)C2)N1CCOCC1	0	-1.9	0	-7	1	3	3	1	9
COc1ccc(N(CC(=O)NCc2ccc(C)cc2)S(=O)(=O)c2ccccc2[N+](=O)[O-])c(OC)c1	12	1.2	2	1	-2	4	12	0	3
CCOC(=O)C1CCN(Cc2coc3ccc(Cl)cc3c2=O)CC1	0	2.6	0	-9	1	1	-1	-9	1
C=CCN(CC=C)S(=O)(=O)c1ccc(C(=O)Nc2sc3c(c2C(N)=O)CCCCC3)cc1	26	0.8	4	-1	-2	3	-1	-13	-9
Cc1cc(=O)oc2cc(NC(=O)C(C)Oc3cccc(Cl)c3)ccc12 (configuration not stated)	5	2.0	5	-3	0	14	-2	4	8
COc1cccc(C(=O)O/N=C(\N)c2ccncc2)c1OC	-7	2.0	-5	-4	-2	2	2	-1	-8
CC1=NN(c2ccc(C(=O)O)cc2)C(=O)/C1=C\c1ccc(OC(=O)c2cccs2)cc1	16	1.7	1	29*	2	7	5	7	-3
Cc1ccc2nc3c(cc(C(=O)NC4CCCC4)c(=N)n3C3CCCCC3)c(=O)n2c1	-2	1.1	-4	2	-3	1	-6	-3	-6
COc1cc(CNCc2ccco2)cc(OC)c1O	10	-2.8	-2	-4	-2	0	-3	-14	-10
Cc1cccc(C)c1NC(=O)Nc1ccc2c(c1)OCO2	2	-0.1	-3	-5	1	36	8	-14	-6
Cc1cc(C(=O)Nc2sc3c(c2C#N)CCCC3)no1	-6	0.8	1	-1	3	7	-5	-20	-5
COc1ccc(Cl)cc1NC(=O)CN(C)C(=O)Cn1cnc2c1c(=O)n(C)c(=O)n2C	-2	-1.5	-2	-6	-3	-2	-6	-6	7
COc1ccccc1Oc1ccc(NC(=O)c2ccccc2)cc1	-7	4.1	2	2	-1	0	0	4	6
Cc1cc2c(n1-c1ccc(Br)cc1)CC(C)(C)CC2=O	4	3.0	3	-2	5	-1	-1	0	-5
COc1ccc(OC)c(-c2csc(NC(=O)COC(=O)C3(C)CC3(Cl)Cl)n2)c1 (configuration not stated)	·	3.5	·	2	·	0	-6	4	2
O=C(C1CCCN(c2ncnc3c2nc2n3CCCCC2)C1)N1CCN(c2ccc(F)cc2)CC1 (configuration not stated)	3	2.1	-1	2	-1	0	2	6	4
Cc1scc(C(=O)N/N=C/c2ccsc2)c1C	-1	-0.2	2	-1	5	10	8	12	12
CCOC(=O)C1(Cc2ccccc2)CCN(Cc2cn(CC(=O)OC)c3ccccc23)CC1	-5	2.4	-4	-3	1	3	-3	14	8
CCc1nc2cc(Cl)c(Cl)cc2[nH]1	5	-0.6	0	-4	-4	8	-2	0	-1
O=C(N/N=C/c1cccc(Cl)c1Cl)Nc1ccccc1	6	1.0	-5	-4	-2	12	3	-2	-1
O=C(Nc1nnc(C2CC2)s1)c1cc(Cl)sc1Cl	-17	1.1	0	2	0	63*	-6	-6	-9
CCOC(=O)N1CCN(C(=S)Nc2cc(OC)c(OC)cc2C(=O)OC)CC1	-1	-0.7	0	-2	0	8	-6	-12	-2
CCC(NS(=O)(=O)c1ccc(C)cc1)C(=O)Nc1ccc(NC(C)=O)cc1 (configuration not stated)	-1	1.5	2	-1	2	-1	2	1	-6
COc1ccc(S(=O)(=O)N2CCOCC2)cc1NC(=O)CSc1nnc(N)s1	-2	-0.5	0	-1	-1	1	-1	-3	7
N#C/C(=C\c1ccc(OCc2ccc(Cl)cc2)cc1)C(=O)Nc1cccc(C(=O)O)c1	9	-0.2	4	1	-1	-1	-25	-2	2
O=C(Nc1cc(Cl)cc(Cl)c1)C1CCC(=O)N1Cc1ccccc1Cl (configuration not stated)	-6	4.4	-2	1	-2	1	-3	-9	7
Cc1ccnc(NC(=O)c2ccc(Cl)c(S(=O)(=O)N3CCCC3)c2)c1	-5	1.4	-5	-2	0	10	1	1	0
Cc1ccc(S(=O)(=O)c2nnn3c2nc(N2CCN(c4ccccn4)CC2)c2ccccc23)cc1	-1	3.8	3	-1	-6	-6	1	-14	1
CCOc1ccccc1NC(=O)Cn1nnc(C(=O)NCc2cccs2)c1N	-6	2.8	3	-2	-3	45	-3	13	-3
O=c1cnc2ccccc2n1CC1CCCCC1	0	2.8	0	-3	0	0	-4	1	4
Cc1ccc2cc(/C=N/Nc3ccc(C(=O)O)cc3)c(Cl)nc2c1	-2	-0.5	-1	1	25*	1	-3	-16	-14
Cc1ccccc1CS(=O)(=O)Cc1ccc(C(=O)NCCCN2CCOCC2)o1	-5	1.1	3	0	0	-1	4	-4	-1
C=CCOc1nc2c(c(=O)n(Cc3ccc(Cl)cc3)c(=O)n2C)n1C	4	0.5	-1	-3	-5	5	1	5	-3
C=CCOc1ccc(NC(=O)C(=O)NCCCn2ccnc2)cc1	-1	-2.6	1	-3	1	6	-3	-5	7
Nc1nnn(CC(=O)N/N=C/c2cccc3ccccc23)n1	-10	-0.4	1	-2	-7	5	7	-12	4
CC(C)(C)NC(=O)N1CCN(c2nc3ccc(Cl)cc3s2)CC1	8	-1.1	-2	2	1	-2	-5	-2	3
COc1ccc(Cl)cc1NC(=O)COC(=O)C1CCCCC1	·	3.0	·	0	·	1	10	20	2
Cc1ncc([N+](=O)[O-])n1CC(=O)Nc1ccc(Cl)cc1	-2	-1.2	-2	-1	-6	2	-5	8	1
CCOc1ccc(NS(=O)(=O)c2ccc(C(=O)NC3CCN(Cc4ccccc4)CC3)cc2)cc1	0	-0.3	3	-5	0	-2	9	1	-8
O=C(Nc1ccc(F)cc1F)NC1CC1	-8	-0.6	0	-1	1	-1	1	2	-3
Cc1ccc(C2CC(c3ccco3)n3ncnc3N2)cc1 (configuration not stated)	-4	-1.2	-1	-9	-1	2	-1	3	13
Cc1cc(C)n(-c2cc(C(=O)O)cc(C(=O)O)c2)n1	4	0.3	-2	0	-2	0	6	2	0
COc1ccc(N/C=C(\C2OC(=O)c3ccccc32)[N+](=O)[O-])cc1 (configuration not stated)	7	3.4	2	0	12	2	7	-17	-9
Clc1ccc(/C=N/N2CCN(Cc3ccccc3)CC2)cc1	3	2.0	3	-1	-2	-6	0	-8	5
O=C(c1ccc(N2CCOCC2)nc1)N1CCOCC1	-4	0.9	-4	-5	-2	1	2	6	3
Cn1ccnc1SCC(=O)Nc1ccc2ccccc2c1	3	-2.6	-1	-2	-1	13	-6	-2	-5
O=C(CN(Cc1ccccc1Cl)C(=O)c1csnn1)NCc1ccccc1	-2	-3.9	0	-4	-1	0	-7	-10	-11
c1ccc(-c2nc(-n3nc4ccccc4n3)nc3ccccc23)cc1	19	4.4	2	0	2	22	2	-4	4
Nc1ncnc(Nc2ccccc2C(F)(F)F)n1	5	-0.7	3	-7	1	2	7	-6	10
CCc1ccc(-c2nc(SCC(=O)N(C)C3CCS(=O)(=O)C3)n[nH]2)cc1 (configuration not stated)	4	3.0	0	-5	0	2	-7	2	7
CC(C)(C)NC(=O)COC(=O)c1ccc2c(c1)C(=O)N(Cc1ccco1)C2=O	11	1.6	-3	2	-1	-3	13	-14	-1
CCCCn1c(N)c(N(CCOC)C(=O)CN2C(=O)C3CCCCC3C2=O)c(=O)[nH]c1=O (configuration not stated)	·	1.6	·	5	·	0	6	12	-1
CCN(CC)CCNC(=O)CNC(=O)c1nn(-c2ccc(OC)c(OC)c2)c(=O)c2ccccc12	-12	1.3	-1	-3	-2	2	-4	6	1
CCNc1nc(NCC)nc(NC(N)=S)n1	-1	-3.2	-9	-1	0	0	-1	8	-4

Reprinted at random: four records from the list
SMILES	core dimer inh	PP5 primary	Fh CTSL1 inh	PP1 counter	TPT1 inh	AHR act	PAFAH2 FP inh	procasp7 counter	procasp3 activ
Cc1ccc2nc3c(cc(C(=O)NC4CCCC4)c(=N)n3C3CCCCC3)c(=O)n2c1	-2	1.1	-4	2	-3	1	-6	-3	-6
COc1cc(CNCc2ccco2)cc(OC)c1O	10	-2.8	-2	-4	-2	0	-3	-14	-10
CCOc1ccccc1NC(=O)Cn1nnc(C(=O)NCc2cccs2)c1N	-6	2.8	3	-2	-3	45	-3	13	-3
S=C(NC12CC3CC(CC(C3)C1)C2)N1CCOCC1	0	-1.9	0	-7	1	3	3	1	9

As entered above:
Nc1nnn(CC(=O)N/N=C/c2cccc3ccccc23)n1 in procasp3 activ → 4
O=C(CN(Cc1ccccc1Cl)C(=O)c1csnn1)NCc1ccccc1 in PAFAH2 FP inh → -7

Going on with the list.
SMILES	core dimer inh	PP5 primary	Fh CTSL1 inh	PP1 counter	TPT1 inh	AHR act	PAFAH2 FP inh	procasp7 counter	procasp3 activ
COc1ccc(C2=NN(c3ccccc3)C(=O)/C2=C\c2ccc(O)c(OC)c2)cc1	13	-0.3	1	5	7	0	8	7	3
N#Cc1cccc(C#N)c1N1CCC(C#N)CC1	2	1.1	7	1	-2	-7	·	2	3
CCOC(=O)C1(CC2CCCCO2)CCN(C2CCSCC2)CC1 (configuration not stated)	-3	4.0	0	0	-5	15	2	-3	-2
Cc1cc(C)cc(OCC(=O)Nc2ccc3c(c2)OCCO3)c1	4	1.5	-3	-6	0	1	-5	-1	-1
CCOC(=O)C1CCN(C(=O)/C=C/c2ccc(S(=O)(=O)N3CCOCC3)cc2)CC1	·	·	·	·	·	-1	-1	7	5
Cc1ccc(N=Cc2c(O)ccc3ccccc23)cc1F	-3	1.2	7	1	3	18	-6	-4	3
COc1ccc(NC(=O)CN2CCN(C(=S)NC3CCCC3)CC2)cc1	-1	1.7	-3	-2	12	2	-6	4	-7
COc1cc(OC)c(C(=O)OCC(=O)Nc2ccccc2Cl)cc1OC	6	-2.0	1	2	-1	0	29	3	7
COC(=O)C1=C(C(=O)OC)C(c2ccccc2O)c2sc(=O)[nH]c2S1 (configuration not stated)	-3	0.7	0	-1	3	0	11	-24	-16
COc1cccc(OC)c1C(=O)OCC(=O)NC(=O)NCc1ccccc1	1	-0.3	-10	1	5	2	5	14	0
COc1ccc(C2OC(=O)CC2C(=O)NCc2ccc(C)cc2)cc1OC (configuration not stated)	1	2.3	-2	0	0	2	2	-2	9
COc1ccc(NC(=O)CCCN2C(=O)CN(C)C2=O)c(OC)c1	·	4.4	·	0	·	-1	9	-25	-1
O=C(c1ccco1)N1CCN(C(=O)c2ccc(-c3ccccc3Cl)o2)CC1	·	0.6	·	-6	·	1	11	3	-1
